Assay outcomes from PubChem BioAssay.
GPR151 ag = activators of human GPR151, primary screen, cell-based, PathHunter beta-arrestin, luminescence | 650,000 compounds, 1% hits | activation, % at 11.2 µM | G-protein coupled receptor 151 (Homo sapiens), Q8TDV0 | PathHunter beta-arrestin GPR151 cells; in the data active = activation above about 4.9%;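 note: 0% = median of compound wells and 100% = cells with positive control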
Target sequence (Q8TDV0 whole entry, looked up): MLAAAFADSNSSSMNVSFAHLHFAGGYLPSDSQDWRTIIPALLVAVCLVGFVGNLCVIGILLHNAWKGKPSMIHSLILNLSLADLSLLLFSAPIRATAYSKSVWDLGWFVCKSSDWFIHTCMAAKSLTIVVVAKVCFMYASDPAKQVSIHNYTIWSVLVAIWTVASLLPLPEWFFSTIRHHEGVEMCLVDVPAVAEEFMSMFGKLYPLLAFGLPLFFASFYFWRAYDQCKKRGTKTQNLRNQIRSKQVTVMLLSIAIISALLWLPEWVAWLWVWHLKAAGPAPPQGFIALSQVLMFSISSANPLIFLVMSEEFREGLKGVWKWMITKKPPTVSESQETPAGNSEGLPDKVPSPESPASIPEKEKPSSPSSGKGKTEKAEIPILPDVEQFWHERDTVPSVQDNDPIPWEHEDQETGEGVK
TEAD-YAP block = TEAD-YAP interaction inhibition, primary screen, TEAD-YAP interaction inhibitor project, luminescence, HEK-TIYL cells. inhibition, % at 9.12 µM. 640,000 compounds, 1.4% hits. TEAD-Gal4/YAP UAS-luciferase luminescence; in the data active = inhibition above about 32%;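 note: 0% = median of test compound wells and 100% = reference inhibitor wells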
MITF inh = MITF inhibitors, primary screen, biochemical, AlphaScreen, human | inhibition, % at 2.6 µM | AlphaScreen MITF homodimerization, bead proximity signal | 650,000 compounds, 0.91% hits | Microphthalmia-associated transcription factor (Homo sapiens), O75030 | AID 1259374, 2018; in the data active = inhibition above about 50%;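 note: 0% = vehicle wells with protein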
Target sequence (O75030 whole entry, looked up): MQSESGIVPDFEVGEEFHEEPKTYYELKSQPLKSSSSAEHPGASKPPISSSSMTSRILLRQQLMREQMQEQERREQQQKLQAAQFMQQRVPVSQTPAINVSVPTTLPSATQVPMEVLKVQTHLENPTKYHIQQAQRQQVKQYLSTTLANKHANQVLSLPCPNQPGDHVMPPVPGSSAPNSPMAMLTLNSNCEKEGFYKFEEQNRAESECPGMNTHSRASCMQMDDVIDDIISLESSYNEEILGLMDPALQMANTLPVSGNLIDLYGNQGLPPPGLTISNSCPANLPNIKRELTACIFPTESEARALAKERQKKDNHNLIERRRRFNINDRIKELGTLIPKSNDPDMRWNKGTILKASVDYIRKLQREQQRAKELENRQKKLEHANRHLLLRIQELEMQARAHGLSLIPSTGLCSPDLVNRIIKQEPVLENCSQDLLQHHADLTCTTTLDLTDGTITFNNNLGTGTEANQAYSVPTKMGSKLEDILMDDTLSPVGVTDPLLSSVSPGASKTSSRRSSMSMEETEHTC
FBW7 activator = FBW7 E3 ligase activators, primary screen, biochemical, AlphaScreen, human. normalized activity (activation), % at 26.1 µM. AID 1259310, 2017. AlphaScreen FBW7–phospho-cyclin E peptide binding, activator screen. 650,000 compounds, 0.13% hits; in the data active = normalized activity above about 1.9%;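 note: purified mutant Fbw7 with reduced substrate affinity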
* hit, by the source's call; & = joins results of further samples.

Structure,GPR151 ag,TEAD-YAP block,MITF inh,FBW7 activator
Cn1cccc1C(=O)NC(=O)COC(=O)c1ccc([N+](=O)[O-])o1,0.0,12.6,0.1,0.1
COC(=O)c1ccc(-n2c(C)cc(C(=O)CCl)c2C)cc1,0.0,12.7,2.5,-0.1
CC1=C(C(=O)OCCc2ccccc2)C(c2ccc(Br)cc2)NC(=O)N1 (stereo not given),-1.8,-7.0,27.6,-0.1
O=C(C1CC2CCC1C2)N1CCN(c2ccc([N+](=O)[O-])cc2)CC1 (stereo not given),0.2,-0.3,23.7,-0.1
Cc1cc(=O)n2nc(N3CCC(C(=O)NCCCN4CC(C)CC(C)C4)CC3)sc2n1 (stereo not given),0.1,-1.3,-6.4,0.1
COc1ccccc1OCC(=O)Nc1ccc(C(F)(F)F)cc1,2.5,-15.9,-6.0,-0.1
O=C1CCCN1CCn1cnc2c(NCc3ccccc3)nc(NC3CCN(Cc4ccccc4)CC3)nc21,0.1,11.9,-0.6,-0.1
CC(C)=CCN1CCN(Cc2ccoc2)CC1CCO (stereo not given),-0.7,9.9,7.4,0.1
COc1ccc(NC(=O)C2C3C=CC4(O3)C2C(=O)N(CC2COc3ccccc3O2)C4C(=O)NC2CCCC(C)C2C)cc1 (stereo not given),-0.9,6.9,7.5,-0.1
Cc1cnc(C(=O)N2CCCC(CNC(=O)c3ccc(F)cc3)C2)cn1 (stereo not given),-0.4,-7.2,11.5,0.0
O=C(CNC(=O)c1ccccc1)NCC(=O)OCc1cccc(F)c1,-0.1,-8.0,-2.4,-0.1
O=S(=O)(Nc1nnc(C2CCCCC2)s1)c1ccc(F)cc1,-0.6,-4.8,-7.3,-0.1
O=C1CN(C(=O)COc2ccccc2)C(c2ccc(F)cc2)c2cc(Cl)ccc2N1 (stereo not given),0.1,-2.3,14.6,0.1
Nc1c(C(=O)Nc2ccc([N+](=O)[O-])cc2)sc2nc3c(c(-c4ccco4)c12)CCC3,0.3,3.4,0.0,-0.2
CN1CCCN(c2nccnc2-c2cccnc2)CC1,-1.6,5.1,-4.5,-0.2
CC1=CC(=O)C(Br)C(C)(Br)/C1=N\S(=O)(=O)c1ccccc1 (stereo not given),-0.6,-2.8,22.0,0.0
COc1ccccc1S(=O)(=O)NC(C)Cc1ccco1 (stereo not given),-0.8,0.9,2.6,0.0
CC(C(=O)N1CCCC1)N1CCN(c2ccccc2O)CC1 (stereo not given),0.7,0.1,5.9,0.1
CC(Nc1oc(COc2ccccc2F)nc1C#N)c1ccccc1 (stereo not given),-0.1,-8.4,9.9,-0.1
COc1ccc(CNC(=O)C2C3C=CC4(CN(Cc5cccs5)C(=O)C24)O3)cc1 (stereo not given),-0.5,-3.3,-4.2,0.6
CCOC(=O)N1CCN(CC(O)COc2ccc(Cl)cc2C)CC1 (stereo not given),-0.3,5.1,-1.4,0.2
COc1ccc(C(=O)CSc2nc3ccccc3o2)cc1,0.1,-33.6,2.0,0.1
CCOC(=O)C1=C(C)NC(=S)NC1c1ccc(O)c(OC)c1 (stereo not given),0.5&0.5,3.3&-0.9,8.8&9.1,0.2&-0.1
O=C(CSc1ccc2nnc(-c3cccnc3)n2n1)NC1CCCCC1,-1.9,-4.9,5.0,-0.1

Reprinted at random: 2 records from the list.
Structure,GPR151 ag,TEAD-YAP block,MITF inh,FBW7 activator
COc1ccccc1S(=O)(=O)NC(C)Cc1ccco1 (stereo not given),-0.8,0.9,2.6,0.0
O=C(C1CC2CCC1C2)N1CCN(c2ccc([N+](=O)[O-])cc2)CC1 (stereo not given),0.2,-0.3,23.7,-0.1

The listing picks up, starting 2 compounds before the break.
Structure,GPR151 ag,TEAD-YAP block,MITF inh,FBW7 activator
CCOC(=O)C1=C(C)NC(=S)NC1c1ccc(O)c(OC)c1 (stereo not given),0.5&0.5,3.3&-0.9,8.8&9.1,0.2&-0.1
O=C(CSc1ccc2nnc(-c3cccnc3)n2n1)NC1CCCCC1,-1.9,-4.9,5.0,-0.1
COCCN(CCOC)C(=O)c1c[nH]c2ccc(S(=O)(=O)N3CCC(C)CC3)cc2c1=O,0.3,-11.4,-3.3,-0.1
CCOc1ccc(NC(=O)CN(C)CC(=O)Nc2ccc(F)c(F)c2F)cc1OCC,1.1,-4.0,3.1,-0.2
COc1ccc(CNC(=O)c2cc3c(=O)[nH]c4ccccc4c3n2C)c(OC)c1,6.4*,-4.9,12.0,0.5
O=C(Cc1ccccc1)Nc1cnn(-c2ccnc(Nc3ccc(N4CCOCC4)cc3)c2)c1,0.4,-12.1,-5.0,-0.2
CC(C)n1c2ccc(Br)cc2c2nc3ccccc3nc21,-0.3,3.5,2.5,0.1
O=C1OC(/C=C\c2cccc([N+](=O)[O-])c2)=NC/1=C/c1cccc(Cl)c1Cl,-1.0,-3.1,13.6,-0.1
NC(=O)c1cccc(-c2cnc3c(n2)[nH]c(=O)n3Cc2cccnc2)c1,-0.1,-1.6,30.6,0.3
O=C(Nc1ccc(Cl)c(C(F)(F)F)c1)C1CC(=O)N(c2ccccc2)C1 (stereo not given),1.8,-0.2,16.7,0.8
COc1ccc(CCNC(=O)CCn2cccc2)cc1OC,-0.5,1.5,-3.3,0.0
COc1ccc(-n2nc(C(=O)NCC(=O)NCCCN3CCN(C)CC3)c3ccccc3c2=O)cc1OC,-0.9,-4.7,4.5,0.0
O=C(NCc1cccnc1)c1ccnc(Cl)c1,0.5,1.1,7.8,0.0
COc1cc2nc(C3CCCCC3)oc(=O)c2cc1OC,1.9,2.0,0.4,0.0
COCCNCCCOc1ccc(Cl)cc1Br,-1.5,-8.6,33.8,0.0
COc1cc(Nc2nc(C)cc(Nc3ccccc3)n2)cc(OC)c1OC,2.7,46.0*,5.2,0.1
CN(C)c1ccc(N=Nc2ccc(S(N)(=O)=O)cc2)cc1,-0.6,-49.5,11.7,-0.3
CC(=O)OCC1OC(OC(C)=O)C(NC(=O)c2ccccc2OC(C)=O)C(OC(C)=O)C1OC(C)=O (stereo not given),-0.1,-7.9,-5.8,-0.1
N#Cc1cc(-c2ccnc(Nc3ccc(-n4cnc(N5CCC(O)CC5)n4)cc3)n2)ccc1N1CCC(O)CC1,1.3,49.9*,-3.0,0.0
COC(=O)C1=C(C)NC(=O)NC1c1cc(C(C)(C)C)c(O)c(C(C)(C)C)c1 (stereo not given),-0.1,-2.4,0.4,-0.1
CCN(CC)c1ccc(/C=N/S(=O)(=O)c2ccc(C)cc2)cc1,0.1,2.7,19.6,0.0
CCOC(=O)c1cccc(-c2ccc(/C=C3\C(=O)N(CCCO)C(=O)C(C#N)=C3C)o2)c1,-1.0,-5.7,8.1,0.0
NC(=O)c1ccccc1NC(=O)Cc1ccc([N+](=O)[O-])cc1,-0.6,1.2,15.6,0.1
CC1(C)CC(C)(c2ccc(O)cc2O)Oc2cc(O)ccc21 (stereo not given),4.8,7.3,10.3,1.2
O=C1CN(C(=O)CNC(=O)c2ccccc2Cl)c2ccccc2N1,-1.7,4.5,-12.6,-0.1
Cc1ccc(S(=O)(=O)NCC(c2ccc3c(c2)CCN3C)N2CCCC2)cc1 (stereo not given),0.5,5.2,5.0,-0.1
Cc1cc(C)nc(/N=C(\NC(=O)COc2ccc(Cl)cc2)Nc2ccccc2)n1,0.6,-4.6,-0.6,-0.1
Cc1nn(C(C)C)c(C)c1CN1CCCC(CNC(=O)c2cc3ccccc3[nH]2)C1 (stereo not given),2.6,-1.9,-2.1,0.1
O=c1c2c3c(sc2ncn1Cc1ccc(C(F)(F)F)cc1)CCC3,1.3,7.8,6.9,0.1
COc1cc(C2C=C(c3cccs3)Nc3ncnn32)cc(OC)c1OC (stereo not given),-1.3,65.2*,17.6,-0.1
COc1ccccc1NC(=O)c1c(NCc2ccccn2)sc2c1CCCCC2,-1.0,-1.8,14.2,-0.5
CCc1ccccc1NC(=O)C(C(C)C)N1C(=O)c2ccccc2C1=O (stereo not given),-0.4,5.8,-0.7,-0.1
Cc1ccc(Nc2nc3nonc3nc2Nc2ccc(O)cc2)cc1C,1.0,-33.6,10.1,0.0
COc1ccc(-c2cc(C(=O)Nc3cc(Br)ccc3O)no2)cc1,-0.9,-4.7,-4.7,-0.1
CC(=O)N1CCN(c2ccccc2NC(=S)NC(=O)c2ccccc2[N+](=O)[O-])CC1,1.6,0.5,-1.1,0.1
COc1ccccc1NC(=O)CN1C(=O)NC(CC(C)C)C1=O (stereo not given),0.7,4.6,13.5,0.7
O=C(CCn1c(=S)[nH]c2cc3c(cc2c1=O)OCO3)NC1CCCCC1,-0.3,7.4,13.5,0.1
CCNc1nc2c(c(=O)[nH]c(=O)n2C)n1CCOc1ccccc1,0.0,5.3,-6.0,0.1
C=CCNC(=O)c1ccc(-c2cnn(-c3ccc(C(C)C)cc3)c2)nc1,1.8,5.9,5.1,0.7
C(=C\c1ccccc1)/CN1CCC(c2nc3ccccc3[nH]2)CC1,-2.4,9.9,3.5,0.1
CCn1c(=O)n(CC)c2cc(NC(=O)CSc3ccc4ccccc4c3)ccc21,2.0,6.8,10.8,0.0
CC(C(=O)Nc1ccc2nccnc2c1)N1C(=O)C2C3C=CC(C3)C2C1=O (stereo not given),0.6,2.2,10.9,0.0
O=C(COc1ccc(-c2ccccc2)cc1)NCc1ccccn1,-0.9,-2.5,0.2,-0.1
C/C(=N/NC(=O)c1cc(O)cc(O)c1)c1ccccc1,2.4,6.0,-10.8,0.0
CCC1CCCCN1C(=O)CNc1ccc(C)cc1Cl (stereo not given),0.3,-5.9,4.2,0.0
O=C(Nc1ccccc1C(=O)Nc1ccc(Br)cc1)c1ccc([N+](=O)[O-])cc1,-0.5,12.1,4.6,-0.1
Cc1cc(NS(=O)(=O)c2ccc(NC(=O)c3ccc([N+](=O)[O-])cc3)cc2)nc(C)n1,-1.7,4.6,11.8,0.5
CCOc1ccccc1OC(=O)c1cc2ccccc2oc1=O,-1.1,-18.9,-0.2,-0.2
O=C(Cn1c(=O)oc2cc(S(=O)(=O)N3CCCCCC3)ccc21)N1CCOCC1,-0.3,-9.2,9.9,0.0
CC(=O)Nc1ccccc1NC(=O)c1ccccc1,-0.6,-5.0,3.6,0.0
O=C1N[C@@H](Cc2c[nH]c3ccccc23)C(=O)N2CCN(C(=O)c3ccccc3Cl)C[C@H]12,0.7,-14.7,5.5,0.1
C=CCNCCC1CCC(=O)N1Cc1cccc(OC)c1 (stereo not given),-0.2,8.3,18.7,0.0
Cc1cc2nc(N3CCC(NCc4cc(C(C)C)no4)CC3)nc(C)c2cc1C,0.2,9.7,-6.7,0.3
CCOC(=O)N1CCc2c(sc(NC(=O)c3ccccc3OC)c2C#N)C1,-1.0,-3.9,7.0,0.2
CCOc1ccc(Cl)cc1/C=C1\NC(=O)N(Cc2ccc(F)cc2)C1=O,-0.5,-23.5,-1.3,0.0
CC(C)CC1CC(C)(c2csc(Nc3ccccc3)n2)OC1=O (stereo not given),-0.2,16.9,-6.1,-0.1
CC1CCC(NCc2c(C(=O)O)[nH]c3ccccc23)CC1 (stereo not given),0.6,14.4,5.4,0.0
Cc1ccc(S(=O)(=O)Nc2ccccc2CNC(C)C)cc1,-0.5,-3.1,5.7,-0.1
Cc1cc(C)c2c(c1)-c1c(ssc1=S)C(C)(C)N2C(=O)c1ccccc1,-0.2,-6.3,44.2,-0.2
COCCn1c(CCC(=O)Nc2cccc(OC)c2)nc2cccnc21,0.8,0.1,5.1,0.1
CC(CNCc1c(C(=O)O)n(Cc2cccc(Cl)c2)c2ccccc12)c1ccccc1 (stereo not given),-0.4,22.2,-1.6,-0.2
O=C(CSc1nnc(-c2cccnc2)n1Cc1ccco1)c1ccc(Br)cc1,-0.8,-5.0,13.4,0.2
COc1ccc(C2C(C(=O)c3cccs3)=C(O)C(=O)N2CCCn2ccnc2)cc1 (stereo not given),-0.8,-8.6,4.8,0.0
O=[N+]([O-])c1ccc(C=NC(CO)C(O)c2ccc([N+](=O)[O-])cc2)cc1 (stereo not given),1.1,1.2,-11.0,-0.3
CCOC(=O)C1=C(C)N=c2s/c(=C\c3ccc(OCc4cccc5ccccc45)c(OC)c3)c(=O)n2C1c1ccc2c(c1)OCO2 (stereo not given),-1.3,20.6,-0.6,0.2

Profiles, quoted from the list. Screens in order: GPR151 ag	TEAD-YAP block	MITF inh	FBW7 activator
O=C(CSc1nnc(-c2cccnc2)n1Cc1ccco1)c1ccc(Br)cc1 is listed as -0.8	-5.0	13.4	0.2
O=[N+]([O-])c1ccc(C=NC(CO)C(O)c2ccc([N+](=O)[O-])cc2)cc1 (stereo not given) is listed as 1.1	1.2	-11.0	-0.3
Cc1cc2nc(N3CCC(NCc4cc(C(C)C)no4)CC3)nc(C)c2cc1C is listed as 0.2	9.7	-6.7	0.3
Cc1cc(C)c2c(c1)-c1c(ssc1=S)C(C)(C)N2C(=O)c1ccccc1 is listed as -0.2	-6.3	44.2	-0.2
CCOC(=O)C1=C(C)N=c2s/c(=C\c3ccc(OCc4cccc5ccccc45)c(OC)c3)c(=O)n2C1c1ccc2c(c1)OCO2 (stereo not given) is listed as -1.3	20.6	-0.6	0.2
